# GSIS activator – primary screen for activators of insulin secretion dependent on glucose, INS-1E cells, GLuc reporter luminescence. INS-1E GLuc reporter insulin secretion, 2-3 h. activation, % at 16.6 µM. 0.61% of 370,000 active;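 active means lowest replicate activation of at least 40%, so every replicate reaches that level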;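 further: 0% = median of neutral control wells and 100% = median of IBMX positive control wells; some compounds called inactive have numbers as strong as hits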
# PAX8 reporter – PAX8 transcriptional activity inhibition; 1.2% of 360,000 active; RMG-I TPO-luciferase reporter, SteadyGlo, 24 h; inhibition, % at 12.6 µM;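 active means mean replicate inhibition at least 60% with every replicate also reaching 60%; inconclusive means only one of the two criteria is met; inactive means mean below 60% and not all replicates reaching 60%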;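 further: luciferase light reporting Pax8 driven TPO promoter activity; plate controls were median of neutral control wells for no effect and mitoxantrone controls for full effect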
# miR-122 sensor – miR-122 inhibition in Huh7 cells | Huh7 miR-122 Renilla luciferase sensor, 48 h; neutral wells = 0, positive control = 100 | activation (reporter increase), % at 12.5 µM | 0.3% of 340,000 active | AID 602342;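 active means mean replicate activation score at least 90 and every replicate individually at or above 90; inconclusive means only one of the two criteria met; inactive means neither criterion met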;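 further: higher luciferase means less miR-122 activity so hits act as miR-122 inhibitors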
# CFTR F508del cor – CFTR F508del correction in bronchial cells; activity (quench increase), % at 7.58 µM; 0.36% of 350,000 active; CFBE cells, YFP halide quenching; stimulated with forskolin plus potentiator P3; % fluorescence drop versus neutral controls;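 active means mean added fluorescence quench of at least 8% versus neutral control, with both replicates also reaching 8%; inconclusive means only one of the mean or replicate conditions met; inactive means mean below 8% and not both replicates reaching 8%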;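 further: cells transiently co-express mutant CFTR-F508del with the halide-sensitive YFP; corrector assay measuring rescue of mutant channel to the surface after 24 h compound exposure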
# EWS-Fli block – inhibitors of EWS/Fli oncoprotein transcriptional activity | 0.67% of 350,000 active | A673 NR0B1-luciferase reporter, viability-normalised | inhibition, % at 12.6 µM;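 active means mean inhibition of at least 50% after viability correction, with every replicate also passing that limit; inconclusive means mean reaches 50% but only one of two replicates passes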;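 further: firefly luciferase signal divided by Alamar Blue viability fluorescence both relative to DMSO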
# DENV2 CPE – DENV2-induced cell death inhibition. DENV2-infected cells, cytopathic effect rescue, plate reader. CPE inhibition, % at 9.99 µM. 1.7% of 350,000 active. AID 651640; in the data active means CPE inhibition above about 20%, passing the limit was not always enough; inconclusive means no clear call, values can overlap the other calls; tested in BHK-21 cells;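 further: 0% = median of neutral control wells and 100% = median of positive control wells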
# FN deposit inh – fibronectin deposition inhibition | AH1F fibroblasts, Alexa488-fibronectin deposition fluorescence, overnight | inhibition, % at 12.6 µM | 0.086% of 350,000 active | AID 743247;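 active means mean inhibition across replicates of 30% or more, regardless of how many single replicates reach that level; inconclusive means mean under 30% yet at least half of replicates reach 30%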;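 further: positive control wells lacked labelled fibronectin entirely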
#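 Schedule: 1 h cell adhesion before compound, then overnight fibronectin incubation; test system: AH1F fibroblast monolayer depositing Alexa488-labelled fibronectin into matrix; quantity: 10000 AH1F cells per well; probe or stimulus: fluorescent fibronectin at 24 nM final; signal: fluorescence, ex 485 nm, em 525 nm; evaluation: percent inhibition as loss of matrix-bound fibronectin fluorescence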
# * = called active by the depositor; ? = inconclusive; / = not tested or not shown; & = joins results of further samples; [ ] = dose if it differs, or a comment.
SMILES,GSIS activator,PAX8 reporter,miR-122 sensor,CFTR F508del cor,EWS-Fli block,DENV2 CPE,FN deposit inh
Cc1ccc(NC(=O)N2CCC(NC(=O)C(C)(C)C)CC2)cc1,-2,0,-7,/,/,/,3
Cc1noc(C)c1S(=O)(=O)Nc1ccc2c(c1)C(=O)N([C@H](C)CO)C[C@H](C)[C@H](CN(C)Cc1ccc(Cl)c(Cl)c1)OCCCC[C@@H](C)O2,-13,-12,0[16.7 µM],5.6,-1,0,/
COCCNC(=O)C[C@H]1CC[C@H]2[C@@H](COC[C@@H](O)CN2Cc2cccc(-c3ccncc3)c2)O1,10,6,-9[16.7 µM],1.7,-2,1,-5
Oc1ccc(N2CCN(Cc3nc4ccccc4[nH]3)CC2)cc1,-7,8,-7,-0.2,-1,-6,-1
O=C(Nc1ccccc1N1CCN(c2ccccc2)CC1)c1ccccc1F,-3,10,/,0.5,4,-1,-1
COc1ccc(-n2nc3c(N4CCC(C(=O)NCC(C)c5ccccc5)CC4)nnc(C)c3c2C)cc1 (stereo not drawn),-11,57,-15,5.3,/,9,-3
COC(=O)Nc1ccc(S(=O)(=O)N2CCCC(C(=O)N3CCCCCC3)C2)cc1 (stereo not drawn),-2,9,/,-6.8,-1,-1,6
O=C(c1cccc(F)c1)N1CCCCN2[C@H](CO)[C@@H](c3ccc(C#CC4(O)CCCC4)cc3)[C@@H]2C1,-5,-20,6[16.7 µM],-1.5,-4,-9,3
Cc1nn(-c2ccccc2)c(N)c1N=Nc1ccc(Cl)cc1,-9,-154,3,1.6,-82,-6,1
Cc1ccc(-c2c[n+](CC(=O)Nc3ccccc3)c3n2CCC3)cc1,-10,5,-5,0.0,6,-7,1
COC(=O)c1ccc(C(=O)OC)c(NC(=O)CN2CCCCC2)c1,13,3,-6,/,7,5,11
O=C(Oc1ccc(C(=S)N2CCOCC2)cc1)c1ccc([N+](=O)[O-])cc1,/,-2,/,2.4,14,3,0
CC(=O)Nc1nnc(SCc2cccc(F)c2)s1,0,-48,9,0.7,-16,-9,/
CCOc1ccc(/C=N/n2nnnc2N)cc1O,26,-15,-6,-0.6,3,9,-4
CCOC(=O)CSc1ccc(S(=O)(=O)N2CCCCC2)cc1[N+](=O)[O-],/,2,-13,-0.7,7,-22,28
Cc1cc(C(=O)NNC(=O)CN2C(=O)NC(C)(c3ccccc3)C2=O)c(C)o1 (stereo not drawn),-2,-10,-7,-0.8,-6,2,2
CCOc1nc(NC(=O)NS(=O)(=O)Oc2cccc(Cl)c2)nc(-c2ccccc2)n1,19,-3,/,/,/,/,-5
CSc1nc(O)c(C(c2ccc(O)cc2)c2c(O)nc(SC)[nH]c2=O)c(=O)[nH]1,3,-19,-2,-0.6,11,12,2
CCCCN(C=O)c1c(CC)nc2ccc(C(=O)N(C)Cc3ccccc3)cn12,-2,-8,4,-1.3,12,-12,7
Cn1cc(C(=O)N/N=C/C(Br)=C/c2ccccc2)ccc1=O,2,36,/,-0.4,3,4,5
COC(=O)CCCC1=CC2=C(c3ccccc3)C(=O)C(C)(OC(=O)C3CCCC3)C(=O)C2=CN1Cc1ccc2c(c1)OCO2 (stereo not drawn),-5,-4,7,1.1,-3,-6,4
CCC(=O)N1CC2(C1)[C@H](c1ccccc1)[C@@H](CO)N2CC1CCCC1,-1,/,/,-0.5,-14,?,-2
CCCCCC(=O)N1C[C@@H](n2cc(C3CC3)nn2)[C@H](O)C[C@@H]1c1ccc(OC)cc1,-2,1,-2,-0.3,7,9,-3
CCCC(=O)N1C[C@H]2[C@@H](c3ccccc31)[C@@H](CO)N2C(=O)CC1CC1,8,3,8[16.7 µM],-1.2,6,4,/
CC1=CC(c2ccccc2)n2nc(N3C(=O)c4ccccc4C3=O)nc2N1 (stereo not drawn),/,3,-13,/,/,/,-8
O=C(Nc1ccc(Cl)cc1)c1cc2c(cc1O)[nH]c1ccccc12,-64,-6,-6,3.6,15,10,16
COc1ccc([C@@H]2C[C@@H](c3ccccc3)Oc3cc(C)cc(C)c32)cc1,0,5,-8,-0.9,-4,-6,0
CC1=NNC(=O)c2ccccc2O1,6,-7,-1,0.4,11,1,9
Cc1noc(C)c1S(=O)(=O)Nc1ccc2c(c1)C(=O)N([C@@H](C)CO)C[C@H](C)[C@H](CN(C)CC1CCCCC1)OCCCC[C@H](C)O2,-2,-19,-1[16.7 µM],0.5,-3,-12,/
CC(C)C(=O)Nc1ccc2c(c1)C(=O)N(C)[C@@H]1CC[C@@H](CC(=O)NCc3cccc(F)c3)O[C@H]1CO2,5,14,-20[16.7 µM],0.9,0,2,11
Cc1cc(Cl)n2c(nc3ccccc32)c1C#N,-10,55,/,-3.5,24,-6,-1
Cc1ccc(NC(=O)CSc2ccc(-c3ccccn3)nn2)c(C)c1,10,-22,/,-2.0,/,7,/
COc1ccc(C2=NN(C(=O)c3ccccc3)C(c3cccc([N+](=O)[O-])c3)C2)cc1 (stereo not drawn),12,5,/,3.0,5,-9,-4
Cc1c(C(=O)NCCSCc2cccc(C(F)(F)F)c2)cnn1-c1ccc(F)cc1,-19,9,-8,0.0,9,10,-14
Fc1ccccc1-c1n[nH]c(=S)n1C1CC1,29,-9,-2,0.2,10,2,-3
COc1ccc(C(=O)NCCS(=O)(=O)NC2CCCC2)cc1,-5,-12,0,1.3,-31,1,-2
CCN(CC(=O)NCc1ccc(F)cc1)C(=O)Cc1ccc(OC)cc1,-5,21,1,-0.1,0,-2,-8
Cc1nc(NC(=O)COC(=O)C2CC3CCCC(C2)C3=O)c(Cl)cc1Cl (stereo not drawn),0,/,-2,0.3,-4,?,-2
C[C@H]1CN([C@@H](C)CO)C(=O)c2cc(-c3ccccc3F)cnc2O[C@@H]1CN(C)C(=O)NC1CCCCC1,-14&27,12,-2,-0.4&2.8&0.4,-8&4&-3,-3&17&15,2&-6
O=C(O)c1cc2cccc(S(=O)(=O)N3CCCCC3)c2cc1O,4,2,6,2.0,10,13,1
CCOC(=O)N1CCN(C2CC(=O)N(c3ccc(Oc4ccccc4)cc3)C2=O)CC1 (stereo not drawn),1,/,-1,/,/,/,0
COc1cc(OC)c(C(=O)OCC(=O)c2cc(C)n(CC3CCCO3)c2C)cc1OC (stereo not drawn),-2,11,-3,-4.0,-3,-5,1
Cc1ccc(S(=O)(=O)Nc2ccc3c(c2)C(=O)N(C)[C@H]2CC[C@H](CC(=O)O)O[C@H]2CO3)cc1,-2,2,-6[16.7 µM],-4.0,-11,5,0
O=C(Nc1cccc(-c2cn3cccnc3n2)c1)c1ccc2c(c1)OCO2,28,/,0,/,/,/,3
CC(C)CN(CC(C)C)S(=O)(=O)N1CCC(C(=O)NCc2ccco2)CC1,-2,-12,/,-1.7,-8,11,3
Cc1ccc(C)c(NC(=S)N2CCCCC2CO)c1 (stereo not drawn),-8,-13,1,0.6,12,3,6
COc1ccc(NC(=O)CN2C(=O)NC(C)(c3ccccc3)C2=O)c(OC)c1 (stereo not drawn),-1,4,-8,1.9,7,3,5
O=C(Nc1ccc(Cl)c(Cl)c1)N(CCCN1CCOCC1)Cc1cccnc1,13,-6,-4,1.5,-8,4,0
CN1c2ccc(C#Cc3cccnc3)cc2[C@H]2[C@H](CCN2S(=O)(=O)c2ccccc2)[C@@H]1CO,11,19,16[16.7 µM],3.1,23,2,-4
CC(=O)NC(Cc1c[nH]c2ccccc12)C(=O)N1CCN(S(=O)(=O)c2ccccc2)CC1 (stereo not drawn),-3,5,-16,1.1,10,-1,1

# A run of entries from further up:
SMILES,GSIS activator,PAX8 reporter,miR-122 sensor,CFTR F508del cor,EWS-Fli block,DENV2 CPE,FN deposit inh
O=C(Nc1ccc(Cl)c(Cl)c1)N(CCCN1CCOCC1)Cc1cccnc1,13,-6,-4,1.5,-8,4,0
CN1c2ccc(C#Cc3cccnc3)cc2[C@H]2[C@H](CCN2S(=O)(=O)c2ccccc2)[C@@H]1CO,11,19,16[16.7 µM],3.1,23,2,-4
CC(=O)NC(Cc1c[nH]c2ccccc12)C(=O)N1CCN(S(=O)(=O)c2ccccc2)CC1 (stereo not drawn),-3,5,-16,1.1,10,-1,1

# More results follow:
SMILES,GSIS activator,PAX8 reporter,miR-122 sensor,CFTR F508del cor,EWS-Fli block,DENV2 CPE,FN deposit inh
CCOC(=O)c1cn(C[C@H](Cc2ccccc2)NC(=O)N[C@H](CO)CCc2oc(C(C)=O)c(C(=O)OC)c2C(=O)OC)nn1,/,-8,/,-1.1,-4,6,/
CC(C)(C)OC(=O)C[C@H]1C/C=C\C[C@@H](CC(=O)N(CCO)Cc2ccccc2)C(=O)N2CCC[C@H]2COC1=O,-9,2,0,5.9,8,-7,6
Cc1ccc(NC(=O)CN(C)C(=O)c2cccc(-n3cccc3)c2)cc1,-24,-8,-4,1.7,-5,1,3
O=C(NCC[C@@H]1CC[C@H](NC(=O)C2CC2)[C@@H](CO)O1)c1cc(Cl)cc(Cl)c1,-1,/,/,1.1,3,-3,/
Cn1c(-c2ccc(F)cc2)cnc1SCC(=O)Nc1ccccc1,-1,3,-9,-0.3,-4,-2,-14
CC(=O)NC(NC(=S)Nc1ccc(C)cc1C)C(Cl)(Cl)Cl (stereo not drawn),-2,20,8,2.3,-5,-1,-11
COC(=O)c1ccccc1NC(=O)Cn1c(CCC(=O)O)ccc1-c1cccs1,7,/,-3,/,/,/,-11
COCCn1c(SCC(=O)Nc2ccccc2OC)nc2ccccc2c1=O,-9,1,-1,1.6,8,1,2
Cc1ccc(SCc2cc(=O)[nH]c(/N=C(\N)Nc3ccc(C)c(C)c3)n2)cc1,/,/,-1,-1.2,6,1,/
CCS(=O)(=O)c1ccc(O)c(NC(=O)CC2(CC(=O)O)CCCC2)c1,/,-7,-2,-3.0,6,-2,0
Cc1ccc(C)c(N2N=C(C(=O)Nc3ccc(N4CCOCC4)cc3)CCC2=O)c1,11,/,/,-1.8,-9,9,0
O=C(Nc1ccccc1F)N1C[C@H]2[C@@H](c3ccccc31)[C@@H](CO)N2C(=O)c1ccc(F)cc1,-1,-52,240*[16.7 µM],-0.5,-91,-8,/
Cc1cc(C(=O)CSc2nnc(CCC(N)=O)n2C)c(C)n1C1CC1,-7,-10,-8,1.3,-4,7,-2
CC(=O)Nc1ccc(NC(=O)CC(c2ccccc2)c2ccccc2)cc1,8,-11,-2,0.5,-14,1,2
CCOC(=O)C1=CCN(S(=O)(=O)c2ccc(C)cc2)C1c1cccs1 (stereo not drawn),-7,28,-10,-5.9,6,-16,-13
CCCC(C(=O)Nc1ccc(S(=O)(=O)N2CCOCC2)cc1)c1ccccc1 (stereo not drawn),-9,6,-4,0.3,12,-7,-8
CCCNC(=O)[C@@H]1[C@@H](CO)[C@@H]2Cn3c(ccc(-c4ccc(F)cc4)c3=O)[C@@H]2N1C,5,-3,2[16.7 µM],0.4,-10,10,/
CN(C)CCCN=C(NO)c1ccc(Cl)cc1Cl,5,-3,0,-2.7,15,5,8
Cc1ccc(S(=O)(=O)NCCNC(=O)C2CCCNC2=O)cc1 (stereo not drawn),/,16,6,/,/,/,12
CN(C)CCCN(C(=O)C1=COCCO1)c1nc2ccc(Br)cc2s1,-8,-22,-7,-2.3,1,-3,1
O=C1NC[C@H](CCCCN2C[C@H](Cc3ccc(O)cc3)N(CCC3CCCCC3)C(=O)C2=O)N(CCc2ccc(O)cc2)C1=O,8,4,/,-0.3,-1,2,-8
CCCCc1nnn2c1C1c3cc(Br)ccc3CCN1C(=O)C2 (stereo not drawn),-5,30,/,0.7,-12,?,13
CCOC(=O)Cn1cnc2c(nnn2Cc2ccc(Cl)cc2)c1=O,-6,/,8,/,/,/,6
CC(C)NC(=O)Nc1ccc2c(c1)CC(=O)N([C@@H](C)CO)C[C@H](C)[C@H](CN(C)CC1CC1)O2,3,1,-5[16.7 µM],-0.9,/,-2,0

# Screening results deposited in PubChem BioAssay by Broad Institute.
